AMA1 RON2 block – disrupts binding of P. falciparum AMA1 to RON2. AlphaScreen AMA1-biotinylated RON2 peptide binding. Potency, µM (series often up to 58.2 µM), for inactives: at the highest dose activity change, negative = inhibition, hits mostly inhibitors. actives 0.2% (n = 360,000);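 also: potency is read from the fitted curve at half-maximal effect; 0% = vehicle wells and -100% = peptide control; nearly all actives have a fitted effect of over 45% in size; some results filed as inactive show a strong effect at the top dose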
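AMA1 (3D7) with his tag at 25 nM final met compounds first, then biotinylated RON2 peptide at 25 nM; detection used donor plus acceptor beads, 10 µg/mL apiece, read by AlphaScreen after 30 min at room temperature.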
Pf growth 96h – P. falciparum growth inhibition at 96 hours; actives 6.9% (n = 320,000); P. falciparum luciferase reporter growth, 96 h; Potency, µM (series often up to 28.7 µM), for the others: top-dose activity change, negative = inhibition, actives largely listed as inhibitors; AID 504834; also: potency is read from the fitted curve at half-maximal effect; % is scaled to controls: 0 for no effect and ±100 for the full control effect
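Delayed-death screen, second-generation endpoint: infected erythrocytes, 2% hematocrit, 0.05% parasitemia final; 96 hours at 37 C, 5% CO2; luciferase detection reagent; luminescence decrease equals reduced growth.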
Cycloheximide cs – counter-screen hit for Shiga toxin inhibitors, cycloheximide; cell reporter, cycloheximide protein synthesis inhibition counterscreen; max response, %; actives 12% (n = 300,000); AID 2314; in the data active = max response mostly above about 13%, no sharp cut-off; inactive = mostly below about 14%; also: read at 38.3 µM for the half of the compounds with a filed dose; 0% is about no effect
TbPYK inhibitor – blocks Trypanosoma brucei pyruvate kinase; Q57TT1; TbPYK enzyme, Kinase-Glo Plus ATP luminescence, 45 min; Potency, µM (doses to about 76.8 µM), without a hit: top-dose activity, negative = inhibition, most hits filed as inhibitors; actives 0.12% (n = 410,000); AID 624173; also: potency is read from the fitted curve at half-maximal effect; % is scaled to controls: 0 for no effect and ±100 for the full control effect; nearly all actives have a fitted effect of over 50% in size
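Activity of T. brucei pyruvate kinase was followed by Kinase-Glo Plus luminescence after the enzyme reacted 45 min at room temperature with 130 uM ADP (final) and substrate. Test compounds were added before ADP at multiple concentrations.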
LmPK inhibitor – LmPK (Leishmania mexicana) enzyme inhibition; actives 0.37% (n = 290,000); Potency, µM (titrated, usually from 57.5 µM), inactives show at the highest dose activity change, negative = inhibition, most hits filed as inhibitors; Q27686; AID 1721; purified LmPK, Kinase-Glo ATP luminescence, 1 h; also: potency is read from the fitted curve at half-maximal effect; % is scaled to controls: 0 for no effect and ±100 for the full control effect
Target sequence (Q27686 whole entry, looked up): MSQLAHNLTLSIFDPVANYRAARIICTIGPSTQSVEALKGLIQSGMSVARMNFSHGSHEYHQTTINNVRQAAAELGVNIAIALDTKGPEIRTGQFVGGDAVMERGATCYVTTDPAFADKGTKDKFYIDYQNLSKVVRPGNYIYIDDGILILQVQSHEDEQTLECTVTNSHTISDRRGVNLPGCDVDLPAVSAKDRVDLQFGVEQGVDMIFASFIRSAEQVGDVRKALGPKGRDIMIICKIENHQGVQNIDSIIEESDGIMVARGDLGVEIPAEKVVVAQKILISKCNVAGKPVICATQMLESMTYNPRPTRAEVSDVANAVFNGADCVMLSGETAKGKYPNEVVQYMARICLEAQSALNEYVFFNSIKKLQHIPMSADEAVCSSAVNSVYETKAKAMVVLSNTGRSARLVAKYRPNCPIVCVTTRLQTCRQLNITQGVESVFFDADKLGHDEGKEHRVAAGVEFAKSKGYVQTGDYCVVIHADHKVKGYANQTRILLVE
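In 50 mM imidazole pH 7.2 with 7 mM MgCl2, LmPK (0.1 nM) turned over PEP (0.5 mM) and ADP (0.1 mM) for 1 h at room temperature. Luciferase read-out of ATP.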
Shiga inhibitor – Shiga toxin inhibition; Vero cells, Shiga toxin protein synthesis inhibition reporter; inhibition, % at 38.7 µM; actives 9.2% (n = 290,000); AID 2315; in the data active = inhibition mostly above about 28%, no sharp cut-off; inactive = mostly below about 43%; also: 0% is about no effect
Pf growth 48h – P. falciparum growth inhibition at 48 hours (one generation) | actives 5.9% (n = 310,000) | P. falciparum luciferase growth in erythrocytes, 48 h | Potency, µM (top dose mostly 28.7 µM), inactives show at the top dose activity change, negative = inhibition, usual class: inhibitors | AID 504832; also: potency is read from the fitted curve at half-maximal effect; % is scaled to controls: 0 for no effect and ±100 for the full control effect
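Growth was read as firefly luciferase luminescence after a 48 h, 37 C, 5% CO2 exposure of compounds to reporter-bearing P. falciparum cultures (0.1% parasitemia, 2% hematocrit final) in Albumax-supplemented RPMI 1640.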
Numbers without * were called inactive; ? = inconclusive; . = not tested or not shown; & = joins results of further samples; [ ] = dose if it differs, or a comment. Unless noted, calls follow the shape of the dose curve; as a rule, active = well fitted curve in the direction sought with a large enough effect; inconclusive = small, poorly fitted or top-dose-only effect, or another doubt; inactive = no such curve, though single readings can be large; an effect the other way counts as inactive or inconclusive.

SMILES	AMA1 RON2 block	Pf growth 96h	Cycloheximide cs	TbPYK inhibitor	LmPK inhibitor	Shiga inhibitor	Pf growth 48h
CCc1ccc(/C(C)=N/NC(=O)c2ccc(-n3cnnn3)cc2)cc1	27%	?	.	0%	.	.	?
COc1ccc(S(=O)(=O)NCC2CCCO2)cc1C(=O)O (centres undefined)	0%	126%[activator]	-4	-11%	-2%	23	-12%[0.00184 µM]
COc1ccc(CNC(=O)CSc2nc3nc(C)cc(C)n3n2)cc1	2%	22%[5.75 µM]	5	-22%	2%	-6	19%
Cc1ccccc1C(=O)N[C@H](C(=O)Nc1ccc(Cl)c(Cl)c1)C(C)C	-7%	?	7	-6%	3%	7	-17%
CCCC(=O)c1cc2cc(Cl)ccc2oc1=O	1%	.	-1	-6%	-2%	13	13%
CCn1c(=O)n(CC)c2cc(NC(=O)C(C)c3ccccc3)c(Br)cc21 (centres undefined)	0%	6%	-2	0%	2%	.	?
COc1cc(NC(=O)CCCSc2nc(-c3ccco3)cc(C(F)(F)F)n2)cc(OC)c1OC	-8%	-29%	0	-2%&-6%	7%	5	?
CCCCN(CC)CCNC(=O)c1cc2c(=O)[nH]c3ccccc3c2n1C	-1%	14%	-7	1%&-1%	7%	-19	1%
CCOc1ccc(N2C(=O)CC(N3CCc4ccccc43)C2=O)cc1 (centres undefined)	3%	?	0	-21%	1%	-24	.
CCN(c1ccccc1)S(=O)(=O)c1ccc2c(c1)C(C)(C)C(=O)N2C	-2%	0%	1	-4%	3%	-4	-14%
Cc1ccc2c(c1)N(CC(=O)N(Cc1ccc3c(c1)OCO3)CC1CCCO1)C(=O)C(C)O2 (centres undefined)	-22%	.	1	-1%	0%	-8	?
COc1cccc(CC(=O)OC(C)C(=O)Nc2ccc(N3CCOCC3)cc2)c1 (centres undefined)	-7%	48%[activator]	.	6%	.	.	41%[activator]
CCC(C)c1c(O)nc(SCC(=O)N2CCOCC2)[nH]c1=O (centres undefined)	16%	13%	-1	1%	2%	-3	.
Cc1ccc(S(=O)(=O)N2CCC(C(=O)OC(C)C(=O)N(C)c3ccccc3)CC2)cc1C (centres undefined)	-2%	?	.	3%	.	.	?
Cc1ccccc1-c1nc2ccccc2o1	6%	6%	11	-1%	-8%	-3	.
CCOc1ccc(CSCCNC(=S)Nc2ccccc2)cc1	5%	0%	1	4%	3%	4	?
Cc1ccc(NC(=O)c2scc3c2CCCC3)cc1	2%	?	54*	-1%	-28%	73*	376%[activator]
CN(Cc1ccccc1)C(=O)c1cc(=O)[nH]c2ccccc12	-1%	?	-3	0%	2%	-8	7%
Cn1ncc(Cl)c1C(=O)NCc1ccc2c(c1)OCO2	1%	39%[activator]	-1	-6%	1%	35	25%
CCOc1ccccc1NC1c2ccccc2C(=O)N1c1ccc(C)cn1 (centres undefined)	1%	-16%	7	-4%	-1%	-3	.
CCOc1ccccc1N1CCN(CC(=O)N(CC(C)C)c2c(N)n(CC(C)C)c(=O)[nH]c2=O)CC1	-7%	-10%	6	1%	-1%	-8	9%
O=C(Nc1ccc(F)cc1)C1CCN(S(=O)(=O)c2cccc3nonc23)CC1	3%	-10%	1	-2%	4%	-16	-5%
CCN(CC)CCNC(=O)c1cn(CC)c2ccc(S(=O)(=O)N3CCOCC3)cc2c1=O	1%	?	0	-2%&0%	-1%	-1	13%
Cc1ccc(NC(=O)C(=O)NC(C)C2COc3ccccc3O2)cc1 (centres undefined)	1%	61%[activator]	17	2%	4%	19	36%[activator]
CCOc1ccc(Nc2nc(-c3cccnc3)cs2)cc1	-2%	-4%	40*	4%	-5%	57*	48%[activator]
COc1cc(C(=O)N2CCC(NC(=O)C(Cc3ccc(C)cc3)NC(C)=O)CC2)cc(OC)c1OC (centres undefined)	-1%	5.9µM*	-1	4%	3%	14	-4%
Cc1ccc(C2(C)NC(=O)N(CC(=O)Nc3cc(S(=O)(=O)N(C)C)ccc3C)C2=O)cc1 (centres undefined)	0%	6%	-2	1%	-2%	-15	-1%
Cc1nc(SCC(=O)N2CCC(C(N)=O)CC2)n[nH]1	-2%	17%	-3	0%	4%	11	4%
O=[N+]([O-])c1ccc(C2=Nc3cc(Cl)ccc3OC2)cc1	-12%	-12%	12	3%	0%	62*	?
O=C(CSc1nc2ccccc2s1)Nc1ncccn1	-13%	137%[activator]	40*	-7%	2%	13	40%[activator]
COc1ccc(S(=O)(=O)N2CCOCC2)cc1NC(=O)CNC(=O)c1cccs1	-3%	4%	.	1%	.	.	?
O=c1cc(O)c2sc3nc(C(F)(F)F)c4c(c3c2[nH]1)CCCCC4	22%	51%[activator]	-8	-15%	7%[11.5 µM]	10	9%
CCOc1cc(N)c(Cl)cc1C(=O)NCC1CN(Cc2ccc(F)cc2)CCO1 (centres undefined)	9%	6µM*	-4	-1%&-1%	.	-2	7.6µM*
O=C(OC(C(=O)NC1CCCCC1)c1ccccc1)c1ccco1 (centres undefined)	17%	-2%	4	-4%	7%	8	6%
Cc1c(C(=O)Nc2ccc3c(c2)OCO3)sc2ncn(CC(=O)N3CC(C)CC(C)C3)c(=O)c12 (centres undefined)	-4%	?	-2	-2%	2%	-15	.
COc1ccc(C(=O)Nc2cccc(-c3ccc(N4CCOCC4)nn3)c2)cc1OC	12%	?	.	-6%	.	.	15%
CC(=O)N1N=C(c2cccc([N+](=O)[O-])c2)OC1(C)CC(=O)Nc1ccccc1 (centres undefined)	21%	?	-5	-9%	5%	-4	?
COc1cc(CO)c(Br)cc1OCC(=O)Nc1ccccc1C	-9%	?	32*	0%	-1%[11.5 µM]	29	76%[activator]
N#CCCN(C(=O)COC(=O)c1ccc(S(=O)(=O)Nc2ccccc2)cc1)c1ccccc1	10%	-27%	4	4%	2%	29	3%
O=C1Nc2c(Br)cc(Br)cc2C1(O)N1CCOCC1 (centres undefined)	1%	?	-6	12%	-3%	-30	-15%
CC1Cc2nc(SCC(=O)NCC3CCCO3)n(Cc3ccccc3)c(=O)c2S1 (centres undefined)	3%	33%[activator]	13	-3%	0%	9	15µM*
Cc1ccc(-c2c[n+](CC(=O)Nc3ccc(C)cc3C)c3n2CCC3)cc1	-23%	?	1	-1%	1%	10	?
O=C(Oc1ccc(C(=S)N2CCOCC2)cc1)c1ccccc1[N+](=O)[O-]	-20%	?	-1	1%	1%	13	39%[activator]
Cn1c(=O)[nH]c(=O)c2c1nc(SCC(=O)O)n2CCCc1ccccc1	5%	-13%	-2	0%	4%	-6	5%
CCC(C)NC(=O)CCn1c(-c2ccc(F)cc2)cc(C(C)=O)c1C (centres undefined)	-2%	?	-4	8%	-1%	3	0%
O=C(Nc1cccc(S(=O)(=O)N2CCOCC2)c1)c1ccc(N2CCOCC2)c([N+](=O)[O-])c1	-7%[2.32 µM]	?	-1	-11%	0%	-5	-28%
COCCN(C(=O)COC(=O)/C=C/c1ccc(C)o1)c1c(N)n(Cc2ccccc2)c(=O)[nH]c1=O	-2%	?	7	-20%	-11%	-26	-10%
COC(=O)c1nn(-c2ccc(OC)cc2)c(=O)cc1Sc1ccc(C)cc1	-4%	22%	4	-1%	11%	4	.
Cc1[nH]c(=S)[nH]c(=O)c1Cc1ccccc1	15%	13µM*	0	-9%	-4%	3	28%
CC1(C)Cc2cccc(OCC(=O)NCc3ccccc3)c2O1	-15%	?	-11	0%	-9%	21	5%

Grouped by structure, the compounds so far with a COOH group (2)
SMILES	AMA1 RON2 block	Pf growth 96h	Cycloheximide cs	TbPYK inhibitor	LmPK inhibitor	Shiga inhibitor	Pf growth 48h
COc1ccc(S(=O)(=O)NCC2CCCO2)cc1C(=O)O (centres undefined)	0%	126%[activator]	-4	-11%	-2%	23	-12%[0.00184 µM]
Cn1c(=O)[nH]c(=O)c2c1nc(SCC(=O)O)n2CCCc1ccccc1	5%	-13%	-2	0%	4%	-6	5%

(further entries)
SMILES	AMA1 RON2 block	Pf growth 96h	Cycloheximide cs	TbPYK inhibitor	LmPK inhibitor	Shiga inhibitor	Pf growth 48h
CC(C)(C)OC(=O)NCc1ccc(CNC(=O)c2nc[nH]c2C(=O)N2CCc3ccccc3C2)cc1	73%[activator]	?	.	-5%	.	.	?
COc1ccc(OC)c(NC(=O)CSc2nnc(Cc3cccn3C)n2CCc2ccccc2)c1	-29%	12µM*	0	0%	0%	-27	5.2µM*
CC12C=CC3(CN(Cc4ccccc4)C(=O)C3C1C(=O)NC1CC1)O2 (centres undefined)	-4%	-5%	3	-8%	-5%	-24	?
CN(CC(=O)Nc1ccc(F)cc1)C(=O)COC(=O)c1cc(S(=O)(=O)N(C)C)ccc1N1CCCC1	0%	8.3µM*	.	1%	.	.	12µM*
CCOc1ncccc1C(=O)N1CCN(Cc2ccc3c(c2)OCO3)CC1	-9%	?	-5	0%	-1%	-7	.
CCOC(=O)c1cnc(-n2[nH]c(C)c(Cc3ccccc3)c2=O)[nH]c1=O	-16%	?	-12	6%	-6%	3	0%
CC(=O)c1c(C)[nH]c(C(=O)OCC(=O)c2ccc(C)s2)c1C	6%	97%[activator]	.	4%	.	.	103%[activator]
Cc1c(C(=O)N2CCCC2)c(S(=O)(=O)Nc2cccc(Br)c2)c(C)n1C	-6%	?	-9	0%	-4%	-8	1%
COc1ccc(OC)c(/C=C/C(=O)NC2=NCCS2)c1	39%[activator]	?	17	-2%	0%	33	43%[1.15 µM]

Structural class: those above containing a CF3 group.
SMILES	AMA1 RON2 block	Pf growth 96h	Cycloheximide cs	TbPYK inhibitor	LmPK inhibitor	Shiga inhibitor	Pf growth 48h
COc1cc(NC(=O)CCCSc2nc(-c3ccco3)cc(C(F)(F)F)n2)cc(OC)c1OC	-8%	-29%	0	-2%&-6%	7%	5	?
O=c1cc(O)c2sc3nc(C(F)(F)F)c4c(c3c2[nH]1)CCCCC4	22%	51%[activator]	-8	-15%	7%[11.5 µM]	10	9%

Shown with each value named: three of the compounds above.
CCOc1ncccc1C(=O)N1CCN(Cc2ccc3c(c2)OCO3)CC1
  AMA1 RON2 block: -9%	Pf growth 96h: ?	Cycloheximide cs: -5	TbPYK inhibitor: 0%	LmPK inhibitor: -1%	Shiga inhibitor: -7	Pf growth 48h: .

CCOC(=O)c1cnc(-n2[nH]c(C)c(Cc3ccccc3)c2=O)[nH]c1=O
  AMA1 RON2 block: -16%	Pf growth 96h: ?	Cycloheximide cs: -12	TbPYK inhibitor: 6%	LmPK inhibitor: -6%	Shiga inhibitor: 3	Pf growth 48h: 0%

CC(=O)c1c(C)[nH]c(C(=O)OCC(=O)c2ccc(C)s2)c1C
  AMA1 RON2 block: 6%	Pf growth 96h: 97%[activator]	Cycloheximide cs: .	TbPYK inhibitor: 4%	LmPK inhibitor: .	Shiga inhibitor: .	Pf growth 48h: 103%[activator]
